Assay outcomes from PubChem BioAssay.
hERG WT inh: inhibitors of human wildtype KCNH2 potassium channel; Q12809; U2OS, BacMam KCNH2, thallium flux FluxOr; active compounds read low; activity change, % at 1.84 µM; actives 0.37% (n = 340,000);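 active means maximum activity change below -70%; inconclusive means maximum activity change between -70% and -50%; inactive means maximum activity change above -50%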; further: on the % scale 0 is the no-effect control and ±100 the full control effect
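U2OS cells were transduced with wild-type KCNH2 virus (2.03 x 10^8 / mL) for 4 h at room temperature, then cultured overnight at 37 C. Thallium flux was read with FluxOr dye. Rate constants were normalized to DMSO controls.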
USP2a inh: USP2a (human) protease inhibition. O75604. USP2 core, Ub-CHOP2 coupled fluorogenic reporter, 485/531. Potency, µM (top dose mostly 38.3 µM), for the others: top-dose activity change, negative = inhibition, most hits filed as inhibitors. actives 0.01% (n = 330,000). AID 463254;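 further: potency means the concentration at half of the fitted maximal effect; plate controls were DMSO wells for no effect and full inhibition by NEM control for full effect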
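USP2 core (10nM final) preincubated 30min RT with compound in 20mM Tris-HCl pH 8.0, 2mM CaCl2, 2mM beta-mercaptoethanol, 0.05% CHAPS; 25nM Ub-CHOP2 plus 25nM reporter substrate added, fluorescence (Ex485/Em531) read after 60min.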
Mito fusion yeast: blocks mitochondrial division or promotes mitochondrial fusion. actives 0.23% (n = 320,000). S. cerevisiae fusion-defective mutant growth rescue, CellTiterGlo 48 h. Potency, µM (titrated, usually from 46.1 µM), without a hit: top-dose growth rescue (activation), usual class: activators;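 further: potency means the concentration at half of the fitted maximal effect; % of control where 0% means no effect; nearly all actives have a fitted effect of over 45% in size; temperature-sensitive fusion mutants such as fzo1-1 at 37 °C on non-fermentable ethanol glycerol medium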
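Compounds are tested for their ability to restore growth of mitochondrial fusion-defective yeast strains at non-permissive 37C in YPEG medium over 48 hours. Viability is quantified by luciferase luminescence.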
AT treatment: potential ataxia-telangiectasia treatment | […] A-T fibroblasts, KAP-1 phosphorylation AlphaLISA; neocarzinostatin DNA damage 30 min before lysis | actives 0.19% (n = 320,000) | Potency, µM (highest dose often 57.5 µM), for inactives: at the top dose activation, actives largely listed as activators | AID 485349; further: potency means the concentration at half of the fitted maximal effect; % of control where 0% means no effect; nearly all actives have a fitted effect of over 45% in size
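ATM-like activity read as KAP-1 phosphorylation via AlphaLISA donor/acceptor antibody pairs after lysis and 6 hr at 25C. Cells were ATM-null patient fibroblasts ([…], hTERT), dosed 60 min, then exposed to the DSB inducer NCS for 30 min.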
TRPV1 agonist: agonists of human vanilloid receptor 1 (TRPV1). actives 0.19% (n = 320,000). Q8NER1. TRPV1-expressing cells, Fluo-8 calcium influx, agonist mode. AID 540275. activation, % at 8.33 µM; in the data active means activation above about 80%; inconclusive means between about 30% and that limit; further: 0% is about no effect
Target sequence (Q8NER1 whole entry, looked up): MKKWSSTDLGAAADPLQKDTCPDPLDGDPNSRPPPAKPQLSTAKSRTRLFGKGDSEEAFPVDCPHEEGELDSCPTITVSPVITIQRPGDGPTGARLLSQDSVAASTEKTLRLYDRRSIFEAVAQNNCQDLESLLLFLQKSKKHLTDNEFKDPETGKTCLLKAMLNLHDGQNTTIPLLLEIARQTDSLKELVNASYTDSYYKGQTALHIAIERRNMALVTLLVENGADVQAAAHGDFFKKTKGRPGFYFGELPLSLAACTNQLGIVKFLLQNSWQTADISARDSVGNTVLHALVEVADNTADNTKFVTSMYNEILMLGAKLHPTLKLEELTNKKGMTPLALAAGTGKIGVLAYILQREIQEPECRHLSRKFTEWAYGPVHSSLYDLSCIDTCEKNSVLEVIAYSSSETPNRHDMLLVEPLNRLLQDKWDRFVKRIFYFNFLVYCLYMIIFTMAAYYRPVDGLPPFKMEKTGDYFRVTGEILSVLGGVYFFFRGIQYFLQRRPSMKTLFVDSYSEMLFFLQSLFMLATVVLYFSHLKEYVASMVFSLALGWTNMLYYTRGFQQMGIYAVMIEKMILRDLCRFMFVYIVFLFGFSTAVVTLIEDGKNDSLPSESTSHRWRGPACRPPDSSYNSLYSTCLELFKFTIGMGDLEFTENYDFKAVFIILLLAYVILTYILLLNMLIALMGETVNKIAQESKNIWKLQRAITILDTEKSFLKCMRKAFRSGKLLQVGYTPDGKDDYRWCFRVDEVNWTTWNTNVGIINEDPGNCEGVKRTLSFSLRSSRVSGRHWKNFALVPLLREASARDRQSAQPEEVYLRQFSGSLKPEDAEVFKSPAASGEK
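Cells expressing TRPV1 were dye-loaded with Fluo-8 and read kinetically: 10 s baseline, 3 min after compound (agonist portion), then 2 min after EC20 capsaicin (allosteric enhancer portion). Calcium-bound dye fluorescence at 480/520 nm.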
Eya2 inh: Eya2 (human) phosphatase inhibition; Potency, µM (highest dose often 76.9 µM), without a hit: top-dose activity, negative = inhibition, hits mostly inhibitors; actives 0.006% (n = 330,000); recombinant Eya2, OMFP fluorescence dephosphorylation (OMFP is methylfluorescein phosphate); O00167; further: potency means the concentration at half of the fitted maximal effect; on the % scale 0 is the no-effect control and ±100 the full control effect
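Eya2 protein (added as 0.2 uM solution) was preincubated with compound for 10 min at ambient temperature in 50 mM HEPES pH 7.5, 50 mM NaCl, 5 uM MgCl2, 0.05% BSA, 1 mM DTT. OMFP (added at 50 uM) then reacted 10 min; fluorescence read at 485/525 nm.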
ELG1 repair inh: ELG1-dependent DNA repair inhibition; HEK293T ELG1-luciferase reporter, luminescence, 16 h; DNA damage induced by 5-fluorouridine; Potency, µM (doses to about 46.1 µM), without a hit: top-dose activity change, negative = inhibition, hits mostly inhibitors; actives 2.3% (n = 330,000); AID 504467; further: potency means the concentration at half of the fitted maximal effect; on the % scale 0 is the no-effect control and ±100 the full control effect; nearly all actives have a fitted effect of over 55% in size
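Step one: seed 2,000 cells per well. Step two: pin-transfer compound or DMSO alongside 5-fluorouridine. Step three: incubate 16 hr, 37 °C, 5% CO2. Step four: add ONE-Glo, wait 30 min, read luminescence.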
TSHR antag: blocks TSH signaling through the human TSH receptor. AID 504810. actives 0.2% (n = 330,000). TSHR-expressing cells, TSH-stimulated cAMP HTRF, 2 h; active compounds read low. P16473. activity change, negative = inhibition, % at 11.5 µM;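 active means activity change below a set negative limit, meaning inhibition stronger than a set level, cut at about -70% in these data; inconclusive means activity change between two set negative limits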; further: on the % scale 0 is the no-effect control and ±100 the full control effect
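Cell-based HTRF cAMP assay; TSHR cells + compound, TSH EC80 (4nM final), 2 h, 37 deg C. Lysis with anti-cAMP cryptate and cAMP-d2, 30 min RT, read 665/620 nm.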
KCNH2 3.1 inh: blocks the human KCNH2 3.1 channel isoform; U2OS KCNH2 3.1, thallium flux FluxOr; active compounds read low; activity change, % (tested at about 1.8 µM); actives 0.95% (n = 340,000); AID 720553;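 active means maximum activity change below -70%; inconclusive means maximum activity change from -70% to -50%; inactive means maximum activity change above -50%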;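 further: thallium influx rate constant from kinetic fluorescence after stimulation buffer; on the % scale 0 is the no-effect control and ±100 the full control effect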
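U2OS cells transduced with KCNH2 3.1 mutant virus (1.77 x 10^8 /mL, 4 h), plated overnight at 37 C, loaded 45 min with FluxOr dye plus Red40 quencher. Thallium flux rate constant from kinetic reads after stimulation buffer, normalised to controls.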
TCR act: activators of T cell receptors | Potency, µM (highest dose often 9.22 µM), for the others: at the highest dose activation of IL-2 secretion, most hits filed as activators | 330,000 tested, under 10 active | AID 504894 | primary human leukocytes, anti-CD3, IL-2 HTRF, 48 h; further: % of control where 0% means no effect
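1) Mix primary human leukocytes, a-CD3 beads and compound. 2) Incubate 48 hr. 3) Add HTRF IL-2 reagents (a-IL-2-K, a-IL-2-d2).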
The depositor's hits bear a star; [ ] = another dose, or the depositor's remark. Unless noted, the call rests on the fitted dose curve; in most records, active means well fitted curve in the direction sought with a large enough effect; inconclusive means small, poorly fitted or top-dose-only effect, or another doubt; inactive means no such curve, though single readings can be large; an effect the other way counts as inactive or inconclusive. An excerpt; count on the stated rates, not on these rows.

`O=C(O)c1ccc(OCC(F)(F)F)nc1` gave hERG WT inh -1, USP2a inh 2%, Mito fusion yeast 0%, AT treatment -13%, TRPV1 agonist -10, Eya2 inh 0%, ELG1 repair inh 0%, TSHR antag -1, KCNH2 3.1 inh -4 and TCR act 9%.
Screening CCC(C)NC(=O)CNC(=S)N(Cc1ccc(F)cc1)C1CCCCC1 (centres undefined) returned hERG WT inh 5, USP2a inh -5%, Mito fusion yeast -9%, AT treatment 7%, TRPV1 agonist inconclusive, Eya2 inh -23%, ELG1 repair inh inconclusive, TSHR antag 2, KCNH2 3.1 inh 28 and TCR act -2%.
`O=S(=O)(Nc1ccc(F)cc1Cl)c1ccc(-c2cnc(C3CC3)o2)cc1` gave hERG WT inh 20, USP2a inh -2%, Mito fusion yeast -12%, AT treatment -2%, TRPV1 agonist 3, Eya2 inh 2%, ELG1 repair inh -9%, TSHR antag -19, KCNH2 3.1 inh -3 and TCR act 3%.
`Cc1ccc(-c2csc(NS(=O)(=O)c3cccc(F)c3)n2)o1` gave hERG WT inh -10, USP2a inh 0%, AT treatment -1%, Eya2 inh 6%, ELG1 repair inh 10%, TSHR antag 0, KCNH2 3.1 inh -5 and TCR act 2%[46.1 µM].
O=C(OCc1cccc(Cl)c1)c1cc([N+](=O)[O-])ccc1N1CCOCC1 was read as hERG WT inh 5, USP2a inh -2%, Mito fusion yeast 9%, AT treatment 7%, TRPV1 agonist 3, Eya2 inh 9%, ELG1 repair inh -18%, TSHR antag -4, KCNH2 3.1 inh -18 and TCR act -1%.
`O=C(Oc1ccc2c3c(c(=O)oc2c1)CCC3)c1ccccc1[N+](=O)[O-]` gave USP2a inh 0%, Mito fusion yeast -20%, AT treatment -5%, TRPV1 agonist -1, Eya2 inh 7%, ELG1 repair inh 8%, TSHR antag -1 and TCR act -6%[46.1 µM].
Screening O=C(NCc1ccco1)c1nc2ncccn2n1 returned hERG WT inh 11, Mito fusion yeast -6%, TRPV1 agonist -2, KCNH2 3.1 inh -8 and TCR act 2%.
`O=C(Nc1cccc(C(=O)N2CCN(c3ccc(F)cc3)CC2)c1)c1ccccc1` gave hERG WT inh 3, USP2a inh 0%, Mito fusion yeast 3%, AT treatment -5%, TRPV1 agonist 2, Eya2 inh -3%, ELG1 repair inh inconclusive, TSHR antag -6, KCNH2 3.1 inh 2 and TCR act 1%.
`O=C(/C=C/c1ccc([N+](=O)[O-])cc1)N1CCN(c2ccccc2F)CC1` gave hERG WT inh 8, USP2a inh 2%, Mito fusion yeast 4%, AT treatment 5%, TRPV1 agonist 9, Eya2 inh 9%, ELG1 repair inh 30%, TSHR antag -5, KCNH2 3.1 inh -34 and TCR act -4%[46.1 µM].
Screening O=C(CSc1nnc(-c2ccccc2)n1Cc1ccccc1)NNC(=O)c1ccccc1O returned hERG WT inh -8, USP2a inh -6%, Mito fusion yeast -3%, AT treatment 5%, TRPV1 agonist -4, Eya2 inh 2%, ELG1 repair inh inconclusive, TSHR antag -4, KCNH2 3.1 inh 6 and TCR act -7%[46.1 µM].
For Cc1cccc(NC(=O)CNC(=O)Cc2ccc(S(=O)(=O)N3CCOCC3)s2)c1C the results were hERG WT inh -7, USP2a inh 3%, Mito fusion yeast 0%, AT treatment 3%, TRPV1 agonist -3, Eya2 inh 22%, ELG1 repair inh -1%, TSHR antag 3, KCNH2 3.1 inh 13 and TCR act -6%.
`O=C(NCCCCc1ccccc1)NC[C@@H]1CC[C@@H](Cc2ccc(-c3ccccc3)cc2)O1` gave hERG WT inh -4, USP2a inh 1%, AT treatment 10%, Eya2 inh 0%, ELG1 repair inh inconclusive, TSHR antag inconclusive, KCNH2 3.1 inh 3 and TCR act 1%[46.1 µM].
Cc1ccc2c(C(=O)CN3CCSCC3)c(C)[nH]c2c1 was read as hERG WT inh -1, USP2a inh 1%, Mito fusion yeast -7%, AT treatment 0%, TRPV1 agonist -6, Eya2 inh 4%, ELG1 repair inh -4%, TSHR antag 6, KCNH2 3.1 inh 5 and TCR act 1%.
CC1(C)CC(=O)C(C(=O)C2CCN(S(=O)(=O)c3ccccc3)CC2)C(=O)C1 was read as hERG WT inh -2, USP2a inh 1%, Mito fusion yeast -5%, AT treatment 0%, TRPV1 agonist -3, Eya2 inh -10%, ELG1 repair inh -2%, TSHR antag 11, KCNH2 3.1 inh -5 and TCR act 5%.
For Cc1cc(N2C(=O)C(O)=C(C(=O)c3ccco3)C2c2ccc(O)cc2)no1 (centres undefined) the results were hERG WT inh -16, USP2a inh 0%, Mito fusion yeast -1%, AT treatment -3%, TRPV1 agonist 0, Eya2 inh 2%, ELG1 repair inh -8%, TSHR antag -3, KCNH2 3.1 inh -2 and TCR act 5%.
For Cc1ccc(/C=N/NC(=O)C(c2ccncc2)N2CCOCC2)cc1 (centres undefined) the results were hERG WT inh -2, USP2a inh 2%, Mito fusion yeast 1%, AT treatment 3%, TRPV1 agonist 3, Eya2 inh 23%, ELG1 repair inh 0%, TSHR antag 1, KCNH2 3.1 inh 23 and TCR act 6%.
For CC(=O)c1c(N2CCN(C(=O)c3ccco3)CC2)nc(=S)n(-c2ccccc2)c1C the results were hERG WT inh 29, USP2a inh 0%, Mito fusion yeast 8%, AT treatment -6%, TRPV1 agonist 1, Eya2 inh 14%, ELG1 repair inh -1%, TSHR antag -5, KCNH2 3.1 inh 7 and TCR act 3%.
For COc1ccc(CCn2nnc(-c3ccc(NC(C)=O)c(Cl)c3)n2)cc1 the results were hERG WT inh 2, USP2a inh -3%, Mito fusion yeast -1%, TRPV1 agonist -2, Eya2 inh -1%, ELG1 repair inh inconclusive, TSHR antag 9, KCNH2 3.1 inh 18 and TCR act 5%[46.1 µM].
For CN(C(=O)COC(=O)c1cccc(F)c1)c1ccccc1 the results were hERG WT inh -6, USP2a inh 3%, Mito fusion yeast 0%, AT treatment -2%, TRPV1 agonist -1, Eya2 inh -6%, ELG1 repair inh 13%, TSHR antag 3, KCNH2 3.1 inh -8 and TCR act 1%.
`CC[N+](CC)(CC)CC(=O)Nc1c(C)cccc1C` gave hERG WT inh 7, Mito fusion yeast -8%, Eya2 inh 1%, TSHR antag -13, KCNH2 3.1 inh 11 and TCR act 3%.

The last two records of the section above lead into the next.
For CN(C(=O)COC(=O)c1cccc(F)c1)c1ccccc1 the results were hERG WT inh -6, USP2a inh 3%, Mito fusion yeast 0%, AT treatment -2%, TRPV1 agonist -1, Eya2 inh -6%, ELG1 repair inh 13%, TSHR antag 3, KCNH2 3.1 inh -8 and TCR act 1%.
`CC[N+](CC)(CC)CC(=O)Nc1c(C)cccc1C` gave hERG WT inh 7, Mito fusion yeast -8%, Eya2 inh 1%, TSHR antag -13, KCNH2 3.1 inh 11 and TCR act 3%.
`CCC(C)(NC=O)C(=O)Nc1c(C)cccc1C` (centres undefined) gave hERG WT inh -7, USP2a inh 1%, Mito fusion yeast 1%, AT treatment 13%, Eya2 inh 20%, ELG1 repair inh 2%, TSHR antag 5, KCNH2 3.1 inh 7 and TCR act -1%.
Screening O=C(COC(=O)COc1ccc(Br)cc1)Nc1ccc2c(c1)OCCO2 returned hERG WT inh 0, USP2a inh -1%, Mito fusion yeast -2%, AT treatment 15%, TRPV1 agonist 10, Eya2 inh 8%, ELG1 repair inh 12%, TSHR antag 20 and KCNH2 3.1 inh 6.
CSCCC(NS(=O)(=O)c1ccccc1F)C(=O)N1CCCCCCC1 (centres undefined) was read as hERG WT inh 0, USP2a inh 1%, Mito fusion yeast 0%, AT treatment -6%, TRPV1 agonist 5, Eya2 inh 6%, ELG1 repair inh -11%, TSHR antag 7, KCNH2 3.1 inh -15 and TCR act -2%.
Screening CC(C)c1cc(C(=O)N2CCCC(N3CCN(c4ccc(F)cc4)CC3)C2)no1 (centres undefined) returned hERG WT inh -1, USP2a inh 3%, Mito fusion yeast 1%, AT treatment -17%, TRPV1 agonist 5, Eya2 inh 0%, ELG1 repair inh 6%, TSHR antag -7, KCNH2 3.1 inh -15 and TCR act -1%.
COc1ccc(OC)c(Nc2nc(=O)c3cccnc3s2)c1 was read as hERG WT inh -6, USP2a inh 1%, Mito fusion yeast -19%, AT treatment 6%, TRPV1 agonist -2, Eya2 inh -7%, ELG1 repair inh -6%, TSHR antag -1, KCNH2 3.1 inh 4 and TCR act -2%.
For CCn1ncc(C2=NOC(C(=O)Nc3ccccc3C(=O)OC)C2)c1C (centres undefined) the results were hERG WT inh 3, USP2a inh 0%, Mito fusion yeast 2%, AT treatment -1%, TRPV1 agonist 1, Eya2 inh -10%, ELG1 repair inh inconclusive, TSHR antag 10, KCNH2 3.1 inh -21 and TCR act -3%.
